# SNCA expr inhib = Primary qHTS assay for inhibitors of alpha-synuclein gene (SNCA) expression. 140,000 compounds, 0.17% hits. Potency, µM (doses to about 57.2 µM), inactives show at the top dose activity change, negative = inhibition, most hits filed as inhibitors. HEK-293 SNCA-luciferase knock-in, luminescence, 24 h;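 further: potency means the concentration at half of the fitted maximal effect; plate controls were DMSO cells for no effect and cell-free wells for full effect; nearly all actives have a fitted effect of over 45% in size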
# HEK cytotox = Cytotoxic Profiling in HEK 293 Cell Line of Diverse Libraries Using Quantitative High-Throughput Screening. 94,000 compounds, 6.6% hits. HEK 293 viability, ATP luminescence (CellTiter-Glo), 48-72 h. Potency, µM (doses to about 115 µM), for inactives: at the highest dose activity change, negative = cytotoxicity, usual class: inhibitors; further: potency means the concentration at half of the fitted maximal effect; nearly all actives have a fitted effect of over 60% in size
#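 250 HEK 293 cells/well; compound by pintool; incubated 48 or 72 hr at 37 degree Celsius; CellTiter-Glo added, 10 min RT, luminescence imaged.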
# NIH3T3 tox = Cytotoxic Profiling in NIH 3T3 Cell Line of Diverse Libraries Using Quantitative High-Throughput Screening; 94,000 compounds, 4.3% hits; Potency, µM (series often up to 96.7 µM), inactives show at the highest dose activity change, negative = cytotoxicity, hits mostly inhibitors; NIH 3T3 viability, CellTiter-Glo ATP luminescence, 48-72 h; further: potency means the concentration at half of the fitted maximal effect; nearly all actives have a fitted effect of over 55% in size
#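 Cytotoxicity is measured as loss of cellular ATP: NIH 3T3 cells (400/well) are exposed to compound for 48 or 72 hr at 37 °C, then CellTiter-Glo luminescence is imaged after 10 min at room temperature.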
# IP6K1 inh = Primary qHTS assay for small molecule inhibitors of Inositol hexaphosphate kinase 1 (IP6K1); 140,000 compounds, 0.81% hits; AID 1645851, 2021; activity change, % (series mostly up to about 58 µM); Inositol hexakisphosphate kinase 1 (Homo sapiens), Q92551; IP6K1 kinase, ADP-Glo luminescence, 2 h; stronger effect = lower value; in the data active means activity change below about -25%
#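 ADP-Glo luminescence measures ADP made by human IP6K1 during a 2 h RT reaction with ATP/IP6 (mix at 1.3 mM/130 uM); top library doses 57.5 and 19.1 uM final.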
# HEK293 viab = GF-AFC viability counterscreen for inhibitors of alpha-synuclein gene (SNCA) expression; HEK-293-SNCA-luc viability, GF-AFC fluorescence, 24 h; Potency, µM (titrated, usually from 57.1 µM), for the others: at the top dose activity change, negative = cytotoxicity, usual class: cytotoxic; 150,000 compounds, 0.12% hits; AID 1671193, 2021;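 further: potency means the concentration at half of the fitted maximal effect; 0% = DMSO-treated cells and -100% = medium-only wells without cells; nearly all actives have a fitted effect of over 30% in size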
#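 Cytotoxicity counterscreen: after 24 h compound treatment of genome-edited SNCA-luciferase HEK-293 cells, live-cell protease substrate GF-AFC read by fluorescence after 30 min; activity scaled between DMSO (0%) and medium-only (-100%), curves Hill-fitted.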
# Luciferase inh = Firefly luciferase inhibition profiling of diverse chemical library using quantitative high-throughput screening; Luciferin 4-monooxygenase (Photinus pyralis), P08659; purified P. pyralis luciferase, luminescence, biochemical; Potency, µM (series often up to 115 µM), without a hit: top-dose activity change, negative = inhibition, actives largely listed as inhibitors; 76,000 compounds, 2.5% hits; AID 1347043, 2019; further: potency means the concentration at half of the fitted maximal effect; nearly all actives have a fitted effect of over 65% in size
# Target sequence (P08659 whole entry, looked up): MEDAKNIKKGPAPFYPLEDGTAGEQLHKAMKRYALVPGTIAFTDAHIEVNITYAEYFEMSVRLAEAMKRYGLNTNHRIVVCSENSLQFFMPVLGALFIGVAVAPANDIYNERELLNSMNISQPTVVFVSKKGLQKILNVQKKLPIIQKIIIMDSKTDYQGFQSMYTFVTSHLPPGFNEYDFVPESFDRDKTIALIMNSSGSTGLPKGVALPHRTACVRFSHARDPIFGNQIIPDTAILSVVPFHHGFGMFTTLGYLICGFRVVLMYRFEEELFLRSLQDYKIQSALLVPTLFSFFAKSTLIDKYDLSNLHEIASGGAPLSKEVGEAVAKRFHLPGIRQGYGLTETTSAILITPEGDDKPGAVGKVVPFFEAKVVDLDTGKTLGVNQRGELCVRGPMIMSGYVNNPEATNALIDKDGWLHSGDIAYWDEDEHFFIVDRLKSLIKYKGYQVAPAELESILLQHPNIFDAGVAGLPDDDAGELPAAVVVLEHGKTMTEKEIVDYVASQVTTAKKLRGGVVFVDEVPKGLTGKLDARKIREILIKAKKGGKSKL
#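 Purified 10nM P. pyralis luciferase with 10uM D-luciferin and 10uM ATP in 50mM Tris acetate pH 7.5, 10mM Mg acetate, 0.01% Tween-20, 0.05% BSA. qHTS titration; luminescence read by CCD imager.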
# GPT2 inh = Primary qHTS assay for inhibitors of Glutamate pyruvate transaminase 2 (GPT2); Recombinant GPT2, coupled pyruvate oxidase/HRP Amplex Red fluorescence; Potency, µM (highest dose often 57.7 µM), for the others: at the top dose activity change, negative = inhibition, actives largely listed as inhibitors; AID 1671188, 2021; Alanine aminotransferase 2 (Homo sapiens), Q8TD30; 100,000 compounds, 0.25% hits; further: potency means the concentration at half of the fitted maximal effect; nearly all actives have a fitted effect of over 60% in size; many of its hits are not listed in these tables
# Target sequence (Q8TD30 whole entry, looked up): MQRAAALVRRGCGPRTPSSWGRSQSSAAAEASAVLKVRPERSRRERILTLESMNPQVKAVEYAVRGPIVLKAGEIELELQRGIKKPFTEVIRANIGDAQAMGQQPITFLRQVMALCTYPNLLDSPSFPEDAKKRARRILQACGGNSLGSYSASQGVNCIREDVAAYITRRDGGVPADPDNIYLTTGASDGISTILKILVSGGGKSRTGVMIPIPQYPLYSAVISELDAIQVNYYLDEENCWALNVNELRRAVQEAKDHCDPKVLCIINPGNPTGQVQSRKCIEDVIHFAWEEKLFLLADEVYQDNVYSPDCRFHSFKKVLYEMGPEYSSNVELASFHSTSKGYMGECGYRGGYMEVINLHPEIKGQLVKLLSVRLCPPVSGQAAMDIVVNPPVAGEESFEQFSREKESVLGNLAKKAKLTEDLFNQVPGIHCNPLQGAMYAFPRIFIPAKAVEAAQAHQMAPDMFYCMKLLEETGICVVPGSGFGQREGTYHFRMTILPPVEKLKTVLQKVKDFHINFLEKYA
#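 Recombinant GPT2 (10ng/uL) with 250uM a-KG and 2mM L-alanine, 30 min at room temperature, in HEPES pH 7.5 buffer. Pyruvate detected by pyruvate oxidase/HRP/Amplex Red fluorescence after 30 min in the dark; AOA (50uM) as positive control.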
# * = called active by the depositor; i = inactive; ? = inconclusive; . = no result given; [ ] = another dose, or the depositor's remark. Unless noted, the call rests on the fitted dose curve; in most records, active means well fitted curve in the direction sought with a large enough effect; inconclusive means small, poorly fitted or top-dose-only effect, or another doubt; inactive means no such curve, though single readings can be large; an effect the other way counts as inactive or inconclusive. Unless noted, on the % scale 0 is the no-effect control and ±100 the full control effect.
# Sample of the layout (2 entries):
SMILES,SNCA expr inhib,HEK cytotox,NIH3T3 tox,IP6K1 inh,HEK293 viab,Luciferase inh,GPT2 inh
COc1ccc(Cl)cc1NC(=O)c1cc(S(=O)(=O)N2CCc3ccccc32)cn1C,4.3%,.,.,15.0,5.9%,.,.
Cc1cc(C)n(CC(=O)N[C@@H]2CN(C)C[C@H]2CN(C)C)n1,1.4%,-5.5%,-5.6%,6.8,5.0%,0.7%,i

# The list itself (from the top)
SMILES,SNCA expr inhib,HEK cytotox,NIH3T3 tox,IP6K1 inh,HEK293 viab,Luciferase inh,GPT2 inh
COc1ccc(Cl)cc1NC(=O)c1cc(S(=O)(=O)N2CCc3ccccc32)cn1C,4.3%,.,.,15.0,5.9%,.,.
Cc1cc(C)n(CC(=O)N[C@@H]2CN(C)C[C@H]2CN(C)C)n1,1.4%,-5.5%,-5.6%,6.8,5.0%,0.7%,i
Cc1ncccc1C(=O)N1CC[C@@H]2CN(S(C)(=O)=O)[C@@H]2C1,-16.9%,i,-4.3%,21.6,-21.5%[12.5 µM],-7.5%,i
COc1ccc(C)cc1N(C)C(=O)c1c2c(nc3ccccc13)C(=O)N(C1CCCCC1)C2,-9.5%,.,.,-4.5,?,.,.
COc1ccc(C(=O)NCC(c2cccnc2)N2CCc3ccccc32)cc1 (configuration not stated),1.1%,.,.,7.8,-10.5%,.,.
O=C(Nc1ccc(F)cc1F)N1CC(c2nnc(-c3ccncc3)o2)C2(CCOCC2)C1 (configuration not stated),-10.0%,-21.1%,-20.6%,15.1,9.8%,4.0%,3.5%
COC1CCOC2(CCN(C(=O)CCCc3ccccc3)CC2)C1 (configuration not stated),-20.3%,-18.6%,-4.7%,11.6,5.2%[12.5 µM],6.31µM*,i
CCC(=O)N1Cc2ccccc2CC2(CCN(CCc3ccc(C)cc3)CC2)C1,33.1%[activator],?,?,8.2,-2.1%,.,i
Cc1cccc(C(=O)N2C(C(=O)NCC3CCCO3)COC23CCN(C(=O)C(C)(C)C)CC3)c1 (configuration not stated),-1.3%,?,-14.6%,22.8,9.4%,-6.2%,i
Cc1ccccc1-c1nc(CS(=O)(=O)CC(=O)Nc2c(C)cccc2C)c(C)o1,7.4%,.,.,-5.7,24.0%,.,.
Cc1cccc(NC(=O)c2cnn(-c3ccccc3)c2-n2cccc2)c1C,-23.5%,.,.,11.5,4.8%,.,.
CC(C)(C)C(=O)NC1CC(=O)N(c2ccc3c(c2)OCCO3)C1 (configuration not stated),30.1%,.,.,44.3,14.0%,.,.
C[C@H](Nc1ncnc2nc[nH]c12)c1cc2ccc(F)cc2nc1-c1ccccn1,.,.,.,-9.6,-11.1%,.,?
CCOc1ccccc1CNC(=O)Cn1ncn2nc(-c3cccs3)cc2c1=O,-3.1%,.,.,19.1,2.4%,.,.
COc1cc(CN2CCCCC23Cc2ccccc2CNC3=O)ccc1F (configuration not stated),-7.4%,?,?,-11.4,2.5%,.,-6.8%
COc1cc(-c2nc3sccn3c2Nc2c(C)cccc2C)ccc1O,-0.4%,.,.,-16.3,?,.,.
Cc1nnc2ccc(N3CCN(C(=O)c4ccccc4)CC3)nn12,.,-21.1%[172 µM],-2.3%[138 µM],5.7,.,.,.
Cc1ccccc1CN1CCC(CN(Cc2cccnc2)C(=O)CN2CCOC2=O)CC1,-3.4%,i,-1.6%,5.0,3.8%,7.1%,i
O=C(C1CC1)N1CCC(Oc2cccnc2)C1 (configuration not stated),27.3%,3.1%,-3.9%,6.8,5.6%,0.1%,?
O=C(Cc1cccnc1)N1CCCC(c2ccccc2)(c2ccccc2)C1,-15.5%,44.7µM*,-15.6%,2.5,-15.0%,5.6%,-4.2%[11.5 µM]
Cc1cnc(C(=O)NCC2Cn3cccc3C(=O)N2C)cn1 (configuration not stated),-7.5%,-1.5%,-11.1%,-6.4,3.1%,0.7%,i
COc1ccc(C(=O)c2oc3ccccc3c2NC(=O)c2ccc(F)cc2)cc1,-5.6%,.,.,3.6,10.0%,.,.
CCOC(=O)c1c(NC(=O)c2ccc(S(=O)(=O)N(CCOC)CCOC)cc2)sc2c1CC(C)(C)NC2(C)C,-22.6%,.,.,10.0,-11.6%,.,.
COc1ccc(-c2nc3c(c(-c4ccccc4)n2)CN(C(=O)c2ccccc2F)CC3)cc1,12.7%,?,-28.3%,-6.4,?,4.9%,i
O=C(CN1C(=O)NC2(CCCCC2)C1=O)Nc1ccc2c(c1)OCCO2,21.3%,-26.9%,2.5%,6.8,7.8%,?,4.9%
CCCCN(CC)CCCNC(=O)Cn1nc(CC)n2c(cc3sccc32)c1=O,6.3%,.,.,-8.7,-2.9%,.,.
O=C(c1cccc(F)c1)N1CCCCCC1c1nnc(-c2ccccc2)o1 (configuration not stated),-9.3%,?,-9.9%,-1.9,-11.5%,-9.0%,i
Cc1noc(C)c1-c1cc2c(cc(C)n2CCN(C)C)c(Nc2ccn(C)n2)n1,25.5%[87.6 µM],89.1µM*,?,-2.9,-26.6%[87.6 µM],-0.8%[172 µM],-6.2%[88.5 µM]
C/C(=C\C=C\C(C)C1CCC2(C)C3CCC4C(C)(C)C(=O)CCC45CC35CCC12C)C(=O)O (configuration not stated),.,.,.,12.6,-3.0%[23.9 µM],.,?
CCOC(=O)c1ccc(OC(=O)c2cn(-c3ccc(C)cc3)c(=O)c3ccccc23)cc1,-6.4%,.,.,1.1,14.6%,.,.
CCCNC(=O)N1CC(c2noc(C3CCCN3CC3CC3)n2)C1 (configuration not stated),-9.5%,-16.9%,-6.3%,3.5,-5.9%[12.5 µM],-10.1%,?
CN(C)c1nc(-c2ccncc2)nc2c1CCN(C(=O)c1ccc(O)cc1)C2,-12.9%,-10.5%,-1.9%,5.2,2.7%,-0.9%,-28.5%
COc1ccc(CNc2oc(-c3ccc(COc4ccccc4C)o3)nc2C#N)cc1,2.5%,.,.,-9.3,-6.3%,.,.
CCC1Sc2ccccc2N(CC(=O)NCc2ccc(C)cc2)C1=O (configuration not stated),?,.,.,-15.2,1.8%,.,.
O=c1cc(C2=CCOCC2)oc2c(-c3cccc4[nH]ccc34)nccc12,-29.5%[87.6 µM],39.8µM*,?,-25.4*,?,-8.8%[172 µM],1.6%[88.5 µM]
O=C(NCc1cccs1)c1nc2cccnc2n(C2CCCCC2)c1=O,0.3%,-0.2%,-20.4%,8.2,-1.5%[12.5 µM],.,i
c1cn(-c2ccc(-c3nccn3C[C@@H]3CCCO3)cc2)cn1,-19.9%,-0.1%,0.1%,-4.5,4.4%,6.2%,-27.1%
O=C(CCc1ccccc1)N1CCOCC12CCN(Cc1ccccc1)CC2,?,?,35.5µM*,4.5,-18.2%[87.6 µM],-7.4%[172 µM],i
CCOc1ccc(C(=O)N2CCCC(n3cc(-c4nc(C5CC5)no4)nn3)C2)cc1 (configuration not stated),-17.3%,?,-19.1%,0.0,1.7%,-3.3%,i
CCCCn1cnc2cc(NCc3ccc(OCC)cc3)ccc21,84.1%[activator],.,.,8.6,7.5%,.,.
CN1CCC(N2CCN(S(=O)(=O)c3ccc(Cl)cc3)CC2)C1=O (configuration not stated),4.5%,i,2.1%,6.6,1.3%,1.6%,1.2%
c1ccc2sc([C@H]3CCN(CC4CCCCC4)C3)nc2c1,51.0%[activator][87.6 µM],?,?,11.6,-1.8%[87.6 µM],-28.4%[172 µM],i
Fc1ccc(C2=NC(c3cccc(C(F)(F)F)c3)=Nc3ccccc3N2)cc1,-17.3%,.,.,-2.3,-14.5%,.,.
CC(C)N1CC2(CCN(C(=O)C3CC3)CC2)C1c1ccccc1 (configuration not stated),-11.2%,1.4%,-8.5%,-2.8,7.9%,.,i
CCn1cc(CN2CCn3nnc(CCC(=O)N4CCCC4)c3C2)c2ccccc21,-18.9%,?,?,-2.7,4.0%,.,?
COc1cccc(C(=O)CC2(O)C(=O)N(Cc3ccccc3)c3ccccc32)c1 (configuration not stated),15.1%,.,.,10.8,10.3%,.,.
c1csc(C2=NC(c3ccncc3)=Nc3ccccc3N2)c1,44.5%,.,.,0.7,-7.1%,.,.
O=C(c1ccccc1)N1CCC2(CC1)C(=O)NCN2C(=O)Cc1ccccc1,-21.0%,i,-21.8%,-1.7,1.5%,.,-15.7%
Cc1cc(N2CCN(c3cccc(C)c3C)CC2)n2cnnc2n1,-1.1%,.,.,-6.4,-3.3%,.,.
NS(=O)(=O)c1ccc(CCNCC2(O)CCNC2)cc1 (configuration not stated),-4.7%,-4.0%,3.2%,3.1,0.0%,8.9%,-2.3%
COc1ccc2c(c1)c(=O)c(S(=O)(=O)c1ccc(C)cc1)cn2Cc1ccccc1C,-2.5%,.,.,1.8,0.7%,.,.
O=C(Nc1ccc(N2CCN(CCOc3ccc(Cl)cc3)CC2)c(C(=O)O)c1)c1ccc(F)cc1,15.6%,.,.,-19.3,-2.9%,.,.
CCNC(=O)C1CCCN(c2nnc(C)c3c(C)n(-c4ccc(C)cc4)nc23)C1 (configuration not stated),25.6%,.,.,0.7,?,.,.
COc1ccc(-n2c(SCc3nc(-c4ccc(Cl)cc4)no3)nnc2-c2ccncc2)cc1,-23.3%,.,.,7.9,-20.8%,.,.
Cc1cc(=O)n(CC(=O)N2CCCc3ccccc32)c2c1c(C)nn2-c1cccc(F)c1,6.4%,.,.,-6.0,-6.2%,.,.
COC(=O)c1c(NC(=O)c2cc(OC)c(OC)c(OC)c2Br)sc2c1CCC(C)C2 (configuration not stated),6.7%,.,.,13.9,0.2%,.,.
Cc1ccc(C2Cn3nnc(-c4noc(Cc5cccc(F)c5)n4)c3CO2)cc1 (configuration not stated),1.3%,2.7%,i,3.3,6.2%,-1.2%,i
O=c1c2c3c(sc2n(Cc2ccccc2F)c(=O)n1-c1ccc(Cl)cc1)CCCC3,0.1%,.,.,-23.5,8.1%,.,.
O=C(Cc1ccccc1)N1CCC(N2C(=O)C(OCC3CC3)C23CCCCC3)CC1 (configuration not stated),?,?,-23.6%,0.7,1.0%,-7.5%,-6.6%
COCC1CCN(Cc2cn(-c3ccccc3C)nc2-c2ccc(OC)c(F)c2)CC1,-5.9%,?,?,-3.1,-0.2%,-0.2%,-8.7%
COCc1nncn1C1CCN(C(=O)c2ccccc2OC(F)(F)F)CC1,0.3%,3.0%,i,4.0,-0.6%,-2.7%,4.2%
O=C(c1ccsc1)N1CCCC(CN2CCOCC2)CC1 (configuration not stated),-8.0%,0.3%,4.3%,-4.1,7.6%,.,i

# Not all compounds are listed; rates above refer to the full screens.
